TTR transcr act: TTR transcription activators in neuroblastoma reporter cells, primary screen, cell-based, luminescence, SH-SY5Y, TTR promoter Gaussia luciferase; AID 1117267, 2014; 100% = recombinant luciferase protein wells; activation, % at 16.7 µM; 92,000 tested, 1.3% active;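 active = activation above the mean of all tested compounds plus 3 SD, cut at about 9.5% in these data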;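 note: cells exposed to compounds for one day before reading; 0% = median of all test compound wells on the plate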
Active calls of the source: *. These rows are one share of the data; the hit share may differ from the screen's.

compound	TTR transcr act
CCOc1c(Br)cc(C(=O)N2CCCN(C)CC2)cc1OC	-1.0
CSCCC(C(=O)Nc1c(C)cccc1C)N1CCN(c2ccc(C(F)(F)F)cn2)CC1 (stereo not drawn)	1.3
NNC(=O)c1oc2nc(-c3ccc(Cl)cc3)cc(-c3ccccc3)c2c1N	2.0
O=C1NN(c2ccccc2)C(=O)/C1=C\c1ccc2c(c1)OCO2	0.3
COc1ccc(NS(=O)(=O)c2nnc(NC(=O)c3ccccc3F)s2)cc1	-0.3
CCC(C)[C@H](NC(=O)[C@@H]1CSC2c3ccccc3C(=O)N21)C(=O)N1CCCCC1 (stereo partly drawn)	-0.5
COc1ccc(NC(=O)CSCc2ccc([N+](=O)[O-])cc2)cc1OC	-1.8
O=C(NC(=S)Nc1ccc(O)cc1)c1ccccc1Cl	1.5
COc1ccc(N2C(=O)C(Cl)=C(Nc3c(C)n(C)n(-c4ccccc4)c3=O)C2=O)cc1	0.0
C=CCCC(=O)N1C[C@@H](CO)[C@@H](NC)C[C@H]1c1ccccc1Br	-0.5
CCC(=O)NCCc1nc2cc(NC(=O)c3cccs3)ccc2n1C	-1.7
O=C(O)CSCC(=O)c1ccccc1	1.4
COc1cc(C2NCCc3c2[nH]c2ccccc32)ccc1OC(C)C (stereo not drawn)	2.8
COC(=O)c1ccccc1NC(=O)CN1CCOCC1	-2.4
CC[C@]1(C(=O)OC)[C@H]2C(=O)N(Cc3ccccc3)C(=O)[C@H]2[C@H]2CN=C(SC)N21	2.2
CC1(c2nnnn2-c2ccc3c(c2)OCCO3)CCC(=O)N1Cc1cccnc1 (stereo not drawn)	0.2
CCOC(=O)C1CCN(C/C=C/c2ccccc2[N+](=O)[O-])CC1	0.9
COc1cccc(OC(=O)c2ccccc2)c1OC(=O)c1ccccc1	-1.6
CCCCSCCCNC(=O)Nc1ccc(CC)cc1	-0.9
COc1ccc(NC(=O)COC(=O)c2cc(SC)ccc2Cl)c(OC)c1	1.3
COc1cc(/C=C/C(=O)N2CCN(C)CC2)cc(S(=O)(=O)N2CCc3ccccc32)c1OC	0.6
CC(C)(C)OC(=O)NCc1cc2c(cc1/C=C/S(=O)(=O)NCc1ccc(F)cc1)OCO2	1.0
O=S(=O)(Nc1nc2cc3c(cc2nc1Cl)OCCO3)c1ccccc1	1.7
CCOC(=O)C1CCN(CC(=O)N2CCc3ccccc32)CC1	-0.2
C=CCn1c(=NC(=O)c2ccccc2[N+](=O)[O-])sc2cc(S(C)(=O)=O)ccc21	0.4
Clc1ccccc1-c1nnc2sc(C3COc4ccccc4O3)nn12 (stereo not drawn)	-0.3
O=C(C1CCN(S(=O)(=O)c2cccs2)CC1)N1CCCC(C(F)(F)F)C1 (stereo not drawn)	0.7
Cc1ccnc(NS(=O)(=O)c2ccc(NC(=O)/C=C/c3cccs3)cc2)n1	-2.4
C/C(CC(=O)Nc1ccc2c(c1)OCO2)=N\NC(=O)c1ccccc1N	-0.3
CCc1cccc(C)c1NC(=O)CSc1nnc(-c2cc3cc(Br)ccc3o2)n1CC	-2.8

Single entries from the entries so far.
O=S(=O)(Nc1nc2cc3c(cc2nc1Cl)OCCO3)c1ccccc1 @ TTR transcr act = 1.7
CCc1cccc(C)c1NC(=O)CSc1nnc(-c2cc3cc(Br)ccc3o2)n1CC @ TTR transcr act = -2.8
COc1ccc(NC(=O)CSCc2ccc([N+](=O)[O-])cc2)cc1OC @ TTR transcr act = -1.8
COc1ccc(NS(=O)(=O)c2nnc(NC(=O)c3ccccc3F)s2)cc1 @ TTR transcr act = -0.3
COc1cc(C2NCCc3c2[nH]c2ccccc32)ccc1OC(C)C (stereo not drawn) @ TTR transcr act = 2.8
CSCCC(C(=O)Nc1c(C)cccc1C)N1CCN(c2ccc(C(F)(F)F)cn2)CC1 (stereo not drawn) @ TTR transcr act = 1.3
COc1ccc(N2C(=O)C(Cl)=C(Nc3c(C)n(C)n(-c4ccccc4)c3=O)C2=O)cc1 @ TTR transcr act = 0.0

The listing continues.
compound	TTR transcr act
COc1ccc(Oc2ccc(-c3ccn[nH]3)cc2)cc1	-3.0
CCN(CC)S(=O)(=O)c1ccc(N(C)CCc2ccc(OC)c(OC)c2)nc1	0.1
C/C(=N\NC(=O)c1nnn(-c2nonc2N)c1COc1ccc(F)cc1)c1ccc(Cl)cc1	-0.4
COc1ccc(NC(=O)CSc2nnc(C3CCCCC3)n2-c2ccccc2)cc1	6.4
Fc1cccc(NCc2cn3ccccc3n2)c1	-0.1
COC(=O)c1ccccc1NC(=S)NC(C)=O	-1.5
COc1cc(/C=C(\C#N)C(=O)Nc2ccccn2)ccc1O	1.3
Cc1nc(N/N=C/c2ccccn2)sc1C	-2.0
CC1CCC(N2CCN(c3ncccn3)CC2)C1 (stereo not drawn)	2.3
O=C(C[n+]1ccc2ccccc2c1)c1cccc2ccccc12	1.1
COc1ccccc1C(=O)NCC[N+](C)(C)C	-1.5
Cc1ccccc1Nc1nnc(SCC(=O)Nc2ccccc2[N+](=O)[O-])s1	-0.2
O=c1oc(CCCO)cc2ccc(Br)cc12	3.1
Cc1cccc2cc(CN(CC3CCCO3)C(c3nnnn3Cc3ccco3)C(C)C)c(=O)[nH]c12 (stereo not drawn)	-0.5
S=C(NC1CCCCC1)NN1CCCCCC1	1.2
CCN(Cc1ccncc1)C(=O)c1cc(Br)cc(Br)c1O	0.5
O=S(=O)(c1ccc(Oc2ccc(S(=O)(=O)N(CCO)CCO)cc2)cc1)N(CCO)CCO	8.9
CCN(CC)S(=O)(=O)c1ccc(OC(C)C)nc1	0.1
Nc1c(C(=O)N2CCN(c3ccccc3)CC2)nnn1Cc1ccc(Cl)cc1	-1.2
CCCCc1ccc(NC(=S)NCCCN2CCOCC2)cc1	-0.1
O=c1[nH]c(CN2CCN(c3ccccc3)CC2)nc2scc(-c3ccccc3)c12	-0.7
Cn1c(Cl)c(/C=N/OC(=O)C2CC2)c2ccccc21	-1.3
O=C(Nc1nc2ccccc2s1)c1ccccc1[N+](=O)[O-]	-3.0
COCCCN(CCC#N)C(=O)c1c(-c2c(Cl)cccc2Cl)noc1C	-0.7
CCn1c(-c2ccccc2SC)n[nH]c1=S	-1.2
O=S(=O)(Cc1ccc(Cl)cc1)Oc1ccc(Cl)cc1	-0.5
C=CCN1C(=O)N/C(=C/c2ccc(N3CCOCC3)o2)C1=O	-2.7
COc1cc2c(cc1OC)C(=O)NCC(C)(C)O2	6.6
Cc1onc(-c2ccccc2Cl)c1C(=O)Nc1nnc(Cc2ccc(Cl)cc2)s1	4.5
O=C(CSc1nc2ccsc2c(=O)n1NC(=O)c1ccccc1)Nc1nccs1	1.4
O=C(Nc1nnc(C2CC2)s1)c1cc2ccccc2o1	-4.0
Clc1ccc(-c2csc(N3CCCCCC3)n2)cc1	-1.6
c1ccc(CCNc2nc(-c3cccnc3)cs2)cc1	2.1
COc1ccc(C2CC(c3ccccc3O)=NN2c2ccccc2)cc1 (stereo not drawn)	0.5
COc1ccccc1N(CC(=O)NC(C)(C)C)C(=O)Cn1nnc(-c2ccc(C)o2)n1	1.3
CC/C(=N\Nc1ccnc2cc(Cl)ccc12)c1ccc(O)cc1	0.8
CCOc1cc(N2CCOCC2)c(OCC)cc1NC(=O)c1ccccc1C	2.3
COc1ccc(CNC(=O)C(=O)NCC2CCCN2S(=O)(=O)c2cccs2)cc1 (stereo not drawn)	2.3
CCOC(=O)c1c(C)[nH]c(C(=O)COC(=O)CCC2CCCC2)c1C	0.9
CCN(CC(=O)Nc1c(F)cccc1F)C(=O)c1cc(C)nc2ccccc12	0.2
O=C1c2oc3ccc(F)cc3c(=O)c2C(c2ccc(F)cc2)N1CCCN1CCOCC1 (stereo not drawn)	-0.3
Cc1ccc(S(=O)(=O)N2CCC(=O)N(CCOCc3ccccc3C)CC2)cc1	-0.6
CN(Cc1ccccc1)C(=O)OCc1cn(Cc2cccc(C(F)(F)F)c2)nn1	1.3
CC(C)(C)c1cc(=O)n(-c2ccccc2)[nH]1	-1.9
O=C(NCc1ccco1)[C@@H]1CSC2c3ccccc3C(=O)N21 (stereo partly drawn)	2.7
CN1C2CCC1/C(=C/c1cccn1C)C(=O)/C2=C\c1cccn1C	1.1
Cc1ccc(NC(=O)CN(C)Cc2ccc(Cl)cc2)cc1	-0.3
O=C(CN1C(=O)C2C3C=CC(C3)C2C1=O)Nc1ccc(S(=O)(=O)Nc2nccs2)cc1 (stereo not drawn)	2.6
CC/C(=N\NC(=O)CSCc1ccc(Cl)cc1)c1ccc2c(c1)OCCO2	-0.8
NC(=O)CCC1NC(=S)N(Cc2ccccc2)C1=O (stereo not drawn)	3.0

Later entries:
compound	TTR transcr act
c1ccc(-c2cc(-c3ccncc3)nc3ccc4ccccc4c23)cc1	11*
Cc1ccc(Cl)cc1N1CCN(C(=O)Cn2ccc3ccccc3c2=O)CC1	-2.1
COc1ccc(S(=O)(=O)Nc2ccc3c(c2)CC(=O)N([C@H](C)CO)C[C@H](C)[C@H](CN(C)C(=O)Nc2ccc4c(c2)OCO4)O3)cc1	0.5
O=S(=O)(NCC(c1cccnc1)N1CCOCC1)c1ccccc1 (stereo not drawn)	0.4
O=S(=O)(NC(=S)c1ccccc1)c1ccccc1	-2.2
CC(C)N(C)S(=O)(=O)c1ccc(NC(=O)C2=COCCO2)cc1	-0.1
COc1cc(O)c(C(CC(=O)N2CCCC(C)C2)c2ccccc2)c(OC)c1 (stereo not drawn)	-0.6
CC(=O)c1ccccc1NC(=O)CSc1n[nH]c(=O)n1C1CC1	0.0
CCCn1c(=O)[nH]c(=O)c2c(C(F)(F)F)cc(-c3ccc(C)cc3)nc21	-0.6
CCOCCCNc1nc2c(c(=O)n(C)c(=O)n2C)n1CCCc1ccccc1	2.6
O=C(CN1CCC(O)CC1)N1c2ccccc2C=Cc2ccccc21	1.4
COc1ccc(CCn2c(NN=C3CCCC3)nc3c2c(=O)[nH]c(=O)n3C)cc1	-1.6
C=CCn1c(SCC(=O)O)nc2sc(CC)cc2c1=O	-0.2
COc1cc(/C=C2\SC(=O)N(CCN)C2=O)ccc1OS(=O)(=O)c1cc(C)ccc1C	-2.7
O=C(c1cc(-c2ccccn2)nc2ccc(Cl)cc12)N1CCN(CCc2ccccc2)CC1	3.1
CCOc1ccc(-n2c(COc3ccc(C)cc3)nnc2SCC(N)=O)cc1	0.1
O=S(=O)(Cc1cc(-c2ccc(Cl)cc2)no1)c1ccccc1	12*
Cc1cc(C=C2C(=O)c3ccccc3C2=O)c(C)n1-c1cccc(C(=O)O)c1	-1.5
CC(=O)Nc1ccc(N2C(C(C)=O)=NN(c3ccccc3)C2c2cccs2)cc1 (stereo not drawn)	-5.1
Cc1cc2nc(-c3cccc(Cl)c3)c(CC3CCCCC3)n2c(C)c1Br	2.1
CCOc1ncccc1C(=O)N1CCN(S(=O)(=O)c2ccc3ccccc3c2)CC1	0.3
C=CCN1CC(C)/C(=N\O)CC1C (stereo not drawn)	-1.1
Cn1cccc1C(=O)OCc1cc(Cl)cc2c1OCOC2	0.6
CC(=O)N(c1ccccc1)c1nc(/C=C/C(=O)O)cs1	4.3
CC(=O)N1Cc2cc(C(=O)NCC(F)(F)F)nc(-c3cccc(-c4cccnc4)c3)c2[C@@H]1CCO	-1.0
Oc1cccc2c(NC(=S)Nc3ccc(SC(F)F)cc3)cccc12	-2.3
COc1ccc(C2C(C(=O)c3ccc(C)o3)=C(O)C(=O)N2CC2CCCO2)cc1OC (stereo not drawn)	-0.7
COc1ccc(Nc2cc(C)nc3ncnn23)cc1Cl	0.5
Cc1noc(C)c1C(=O)NCc1ccco1	-1.6
O=C(Nc1nnc(COc2ccccc2F)s1)Nc1ccccc1F	1.6

Looked up by structure from above (2):
compound	TTR transcr act
CC(C)N(C)S(=O)(=O)c1ccc(NC(=O)C2=COCCO2)cc1	-0.1
C=CCn1c(SCC(=O)O)nc2sc(CC)cc2c1=O	-0.2

Other records:
compound	TTR transcr act
CC(=O)Nc1ccc(NC(=O)[C@@H](NC(=O)c2cccc(C)c2)C(C)C)cc1	3.9
COc1cc(S(=O)(=O)N2CCC(c3nc4ccccc4s3)CC2)ccc1S(=O)(=O)NC1CCCC1	-0.5
Cc1c(Cl)cnc(NC(=O)COC(=O)c2cccc(S(=O)(=O)N3CCc4ccccc4C3)c2)c1Cl	-0.7
O=C(NC1CCCCC1)C1c2ccccc2OCC(=O)N1Cc1ccco1 (stereo not drawn)	-0.6
COc1cccc(NC(=O)Cn2c(SCC(=O)N3CCOCC3)nc3ccccc32)c1	0.2
Cc1cc(Cl)ccc1OCC(=O)NC(=S)Nc1ccccc1N1CCOCC1	1.4
O=S1(=O)CC(N2CCCC2)CN1Cc1ccccc1 (stereo not drawn)	-0.6
CC(C)(C)OC(=O)NCCC(=O)N/N=C/c1ccc2nccnc2c1	-0.3
C[C@H](CO)N1C[C@H](C)[C@@H](CN(C)C(=O)Nc2ccc(C(F)(F)F)cc2)Oc2c(NC(=O)Nc3ccc(C(F)(F)F)cc3)cccc2C1=O	-6.5
O=C(NCc1cccs1)c1cc(-c2cccc(Cl)c2)on1	-1.2
CS(=O)(=O)c1ccc(-c2nnn(CC(=O)Nc3ccc4c(c3)OCCO4)n2)cc1	-0.7
CCOc1ccc(NC(=S)Nc2cccc3cnccc23)cc1	-1.7
COc1cc(OC)cc(C(=O)N2CCN(C3CCCCC3)CC2)c1	5.6
Cc1nn(-c2ccccc2Cl)c(Cl)c1/C=C(\C#N)C(N)=O	3.5
O=C(C[C@H]1C[C@H](C(=O)N2CCCCC2)[C@@]2(CCc3ccccc3)c3[nH]c4cc(-c5ccco5)ccc4c3CCN2C1=O)NCc1cccc(C(F)(F)F)c1	1.8
Cc1cccc(NC(=O)CCCNC(=O)c2ccc(Cl)cc2)n1	-0.8
